AMA1 RON2 block: qHTS for Inhibitors of AMA1-RON; Towards Development of Antimalarial Drug Lead: Primary Screen. Plasmodium falciparum AMA1 (3D7) - RON2 peptide interaction. AlphaScreen AMA1-biotinylated RON2 peptide binding. Potency, µM (titrated, usually from 58.2 µM), for the others: at the highest dose activity change, negative = inhibition, hits mostly inhibitors. 360,000 compounds, 0.2% hits. AID 720542, 2013;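 also: potency is read from the fitted curve at half-maximal effect; 0% = vehicle wells and -100% = peptide control; nearly all actives have a fitted effect of over 45% in size; some results filed as inactive show a strong effect at the top dose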
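AMA1 (3D7) with his tag at 25 nM final met compounds first, then biotinylated RON2 peptide at 25 nM; detection used donor plus acceptor beads, 10 µg/mL apiece, read by AlphaScreen after 30 min at room temperature.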
Shiga inhibitor: A qHTS for Small Molecule Inhibitors of Shiga Toxin | Vero cells, Shiga toxin protein synthesis inhibition reporter | inhibition, % at 38.7 µM | 290,000 compounds, 9.2% hits | AID 2315, 2010; in the data active = inhibition mostly above about 28%, no sharp cut-off; inactive = mostly below about 43%; also: 0% is about no effect
Pf growth 96h: Primary qHTS for delayed death inhibitors of the malarial parasite plastid, 96 hour incubation. P. falciparum luciferase reporter growth, 96 h. Potency, µM (doses to about 28.7 µM), inactives show at the top dose activity change, negative = inhibition, actives largely listed as inhibitors. 320,000 compounds, 6.9% hits. AID 504834, 2011; also: potency is read from the fitted curve at half-maximal effect; % is scaled to controls: 0 for no effect and ±100 for the full control effect
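Two-generation exposure (96 h) targets delayed-death phenotype. Reporter parasites carrying integrated firefly luciferase, in red cells at 2% hematocrit and 0.05% parasitemia final, kept at 37 C, 5% CO2; luminescence loss indicates inhibition.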
LmPK inh: qHTS Assay for Inhibitors of Leishmania Mexicana Pyruvate Kinase (LmPK); Q27686; purified LmPK, Kinase-Glo ATP luminescence, 1 h; Potency, µM (series often up to 57.5 µM), inactives show at the top dose activity change, negative = inhibition, hits mostly inhibitors; 290,000 compounds, 0.37% hits; AID 1721, 2009; also: potency is read from the fitted curve at half-maximal effect; % is scaled to controls: 0 for no effect and ±100 for the full control effect
Target sequence (Q27686 whole entry, looked up): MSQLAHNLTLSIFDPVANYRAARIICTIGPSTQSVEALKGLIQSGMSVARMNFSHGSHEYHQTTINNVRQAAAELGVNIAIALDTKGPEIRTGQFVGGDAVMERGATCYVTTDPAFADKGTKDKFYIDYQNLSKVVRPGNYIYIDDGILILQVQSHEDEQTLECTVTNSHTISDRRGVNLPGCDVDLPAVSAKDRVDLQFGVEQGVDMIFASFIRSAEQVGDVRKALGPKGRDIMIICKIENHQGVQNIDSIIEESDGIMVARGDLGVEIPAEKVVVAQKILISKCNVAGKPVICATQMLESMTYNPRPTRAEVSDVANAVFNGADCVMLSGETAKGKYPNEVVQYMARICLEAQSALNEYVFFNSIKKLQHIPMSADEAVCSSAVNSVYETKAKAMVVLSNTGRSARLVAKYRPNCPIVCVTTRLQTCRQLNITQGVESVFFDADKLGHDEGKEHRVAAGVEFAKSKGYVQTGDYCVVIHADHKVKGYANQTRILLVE
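Screened at intermediate enzyme activity to detect both inhibitors and activators: LmPK at 0.1 nM, with a 0.5 nM enzyme column as activation reference. PEP 0.5 mM, ADP 0.1 mM; ATP detected by luminescence after 1 h.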
Pf growth 48h: Primary qHTS for delayed death inhibitors of the malarial parasite plastid, 48 hour incubation; Potency, µM (series often up to 28.7 µM), for the others: at the highest dose activity change, negative = inhibition, actives largely listed as inhibitors; AID 504832, 2011; 310,000 compounds, 5.9% hits; P. falciparum luciferase growth in erythrocytes, 48 h; also: potency is read from the fitted curve at half-maximal effect; % is scaled to controls: 0 for no effect and ±100 for the full control effect
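Growth was read as firefly luciferase luminescence after a 48 h, 37 C, 5% CO2 exposure of compounds to reporter-bearing P. falciparum cultures (0.1% parasitemia, 2% hematocrit final) in Albumax-supplemented RPMI 1640.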
Cycloheximide cs: Cycloheximide Counterscreen for Small Molecule Inhibitors of Shiga Toxin. 300,000 compounds, 12% hits. max response, %. cell reporter, cycloheximide protein synthesis inhibition counterscreen; in the data active = max response mostly above about 13%, no sharp cut-off; inactive = mostly below about 14%; also: read at 38.3 µM for the half of the compounds with a filed dose; 0% is about no effect
Tb PYK inh: qHTS of Trypanosoma Brucei Inhibitors; AID 624173, 2012; TbPYK enzyme, Kinase-Glo Plus ATP luminescence, 45 min; Potency, µM (top dose mostly 76.8 µM), without a hit: top-dose activity, negative = inhibition, usual class: inhibitors; pyruvate kinase (Trypanosoma brucei), Q57TT1; 410,000 compounds, 0.12% hits; also: potency is read from the fitted curve at half-maximal effect; % is scaled to controls: 0 for no effect and ±100 for the full control effect; nearly all actives have a fitted effect of over 50% in size
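Assay buffer: 50 mM TEA pH 7.2, 100 mM KCl, 10 mM MgCl2, 0.05% BSA, 0.01% Tween-20. Pyruvate kinase from T. brucei plus substrate met compound, then ADP (130 uM final). Luminescence was read post 45 min RT.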
Numbers without * were called inactive; ? = inconclusive; . = not tested or not shown; & = joins results of further samples; [ ] = remark or other dose. Unless noted, calls follow the shape of the dose curve; as a rule, active = well fitted curve in the direction sought with a large enough effect; inconclusive = small, poorly fitted or top-dose-only effect, or another doubt; inactive = no such curve, though single readings can be large; an effect the other way counts as inactive or inconclusive. Rows were taken by chance; about 21% have a hit in one of these screens.

SMILES	AMA1 RON2 block	Shiga inhibitor	Pf growth 96h	LmPK inh	Pf growth 48h	Cycloheximide cs	Tb PYK inh
CCOC(=O)c1c(NC(C)=O)sc2c(OC)c(Br)ccc12	1%	-18	.	5%	9%	-3	1%
CN(NC(=O)C(C)(C)C)c1nc(-c2ccccc2)nnc1C(F)(F)F	-6%	-3	23%	-3%	.	-3	1%
CCOC(=O)C1CCCN(C(=O)CCCn2nnnc2CN2CCC(C)CC2)C1 (centres undefined)	11%	-8	?	0%	6%	-2	9%
Cn1cc([C@@H]2C[C@H]3CN(Cc4cccc(Cl)c4)C(=O)[C@]34CCCN24)c2ccccc21	-15%	-6	?	0%	12µM*	0	-6%
CCC(C)C(NC(=O)C(CC(C)C)NC(=O)C(CO)NC(=O)C1CCC(=O)N1)C(=O)OC (centres undefined)	0%	-6	7%	3%	17%	4	6%
CNC(=O)c1ccccc1S(=O)(=O)c1ccccc1C#N	3%	-10	?	11%	?	9	5%
CC1CCN(S(=O)(=O)c2cc(Br)cc(C(=O)NC3=NCCS3)c2)CC1	72%[activator]	30	22%	-2%	?	10	-8%
COc1ccc(C(=O)NC2CC2)cc1OC1CCN(Cc2ccc(SC)cc2)CC1	-8%	0	5%	-2%	?	11	-5%
COc1ccc(/C=N/n2c(-c3cc(C)[nH]n3)n[nH]c2=S)cc1OC	82%[activator]	2	0%	-14%	9%	-2	?
CCOC(=O)C1=NNC(C(=O)c2ccc(Cl)cc2)C1c1ccc(OC)cc1 (centres undefined)	0%	10	13µM*	1%	?	1	0%
CC1CC(C)CN(CCCNC(=O)c2ccc3c(c2)N(Cc2ccccc2)C(=O)c2ccccc2S3=O)C1 (centres undefined)	7%	-22	53%[activator]	-2%	?	-14	1%
COc1ccccc1NC(=O)Nc1ccc(C)cn1	-3%	23	?	-3%	31%[activator]	10	3%
Cc1ccc(S(=O)(=O)N/N=C2/CCCCC2C2CCCCC2)cc1[N+](=O)[O-] (centres undefined)	-1%	13	46%[activator]	0%	14%	-2	-21%
NC(=O)NC(CC(=O)NCCCc1ccccc1)c1ccc(Cl)cc1 (centres undefined)	-10%	9	7%	4%	22%	-1	6%
O=C1NC2(CCCCC2)C(=O)N1c1ccc(Cl)cc1	-5%	19	4.7µM*	-8%	15%	-2	-5%
COc1ccccc1OCC(O)CN1CCN(CC(=O)Nc2c(C)cccc2C)CC1 (centres undefined)	11%&-15%	.	-5%&3%	.	?	.	-9%&6%&-3%
CCOc1ccc2nc(NC(=O)CC3Oc4ccccc4NC3=O)sc2c1 (centres undefined)	6%	55	23%	2%	24%	8	-3%
COC(=O)c1sccc1Oc1c(Cl)cccc1[N+](=O)[O-]	-13%	-10	3%	-4%	322%[activator]	-7	-1%
CCOc1ccc(N(CC(=O)Nc2ccc(C)cc2)S(=O)(=O)c2c(C)[nH]c(=O)[nH]c2=O)cc1	-5%	-10	-4%	2%	5%	-2	-1%
COc1ccc(-c2nc(CN3CCN(Cc4ccccc4)CC3)c(C)o2)cc1	-8%	15	0%	-1%	?	-1	-1%
CCOC(=O)c1c(C)sc2c1N(C(=O)CCl)c1cc(Cl)ccc1S2	1%	-19	15µM*	3%	?	-5	-1%
Cc1cccc(Cn2c(=O)c3c(nc4n3CCCN4Cc3ccccc3)n(C)c2=O)c1	7%	-1	.	-6%	13µM*	-3	-1%
O=C(Nc1ccncc1)C1CCN(S(=O)(=O)c2ccccc2C(F)(F)F)CC1	-1%	-12	3.3µM*	-5%	?	4	4%
Cc1ccc(C)n1-c1ccc(C(=O)N/N=C/c2ccncc2)cc1	14%	14	?	5%	?	-2	0%
Nc1nn2c(-c3ccccc3)cc(=O)[nH]c2c1N=Nc1ccc(O)cc1	34%[activator]	-6	?	-7%	-25%	-1	4%
CCOC(=O)N1CCN(C(=O)c2csc3c2CCCCC3)CC1	5%	9	?	1%	-20%	-1	2%
CC(=O)NCCc1csc(-c2ccccc2)n1	-5%	39	?	-1%	67%[activator]	16*	0%
CCOc1nc(C#N)nc(N2CCCCC2)n1	23%	-3	?	-3%	?	7	0%
CC(C)c1nnc(NC(=O)CCC(=O)NCc2ccccc2Cl)s1	-10%	-2	3%	-1%	8%	3	-8%
CC(C(=O)NC1C(=O)N2C(C(=O)O)=C(CSc3nnnn3C)CSC12)n1cc(Cl)cn1 (centres undefined)	61%[activator]	-6	?	16%	22%	-1	-6%
C=CCN(Cc1ccc(Cl)s1)C(=O)CNC(=O)CNC(=O)c1ccc(Cl)cc1Cl	6%	.	-21%	.	-24%	.	1%
N#C/C(=C(/O)c1cc2ccccc2o1)c1nc2ccccc2s1	-7%	13	165%[activator]	-3%	49%[activator]	13	-8%
Cc1ccc(NC(=S)NCc2ccccn2)cc1	-17%	108*	40%[activator]	1%	5%	38*	2%
COCc1nc2sc3c(c2c(=O)[nH]1)CCCC3	-10%	22	18%	-3%	6%	17*	2%
CC(C)N(C(=O)Cc1ccccc1[N+](=O)[O-])C(C)C	-13%	-8	177%[activator]	4%	-5%	-1	5%
Cc1cc(NC(=O)CSc2n[nH]c(-c3cccs3)n2)no1	10%	-7	?	3%	6%	-5	0%
O=C(NCCCNC1CCCCC1)c1ccc(/C=N/O)nc1	22%	13	?	1%	11%	1	-25%
CCOc1ccc(S(=O)(=O)N2CCC(C(=O)NCc3ccncc3)CC2)cc1	6%	-2	?	1%	?	-1	-10%
CC(C)c1ccc(OCc2ccc(C(=O)N(C)C)o2)cc1	16%	151*	37%[activator]	0%	1%[0.00184 µM]	65*	0%
CCCCc1nnc(NC(=O)CSc2nc(C)cc(=O)[nH]2)s1	3%	-4	39%[activator]	24%	.	-2	-12%
COCCNC(=O)Cn1ncc2ccsc2c1=O	3%	-8	20%	1%	.	-6	-1%
CCC(c1n[nH]c(=S)n1-c1ccccc1)N(C)C (centres undefined)	26%	-8	-6%	-22%	12%	-4	?
Cc1ccccc1C(=O)Nc1c(C(=O)N2CCCC2)cnn1-c1ccccc1	-5%	-6	270%[activator]	3%	-1%	-1	0%
Cc1nc2ccccc2c(=O)n1C1CCCCCC1	0%	-11	20%	1%	?	-3	1%
CN1C(=O)C2(C(C#N)=C(N)N(c3cc(Cl)cc(Cl)c3)C3=C2C(=O)CCC3)c2ccccc21 (centres undefined)	4%	-17	.	1%	-17%	-4	1%
CC(C)Oc1ccc(C(CC(=O)O)Cc2ccccc2)cc1 (centres undefined)	-1%	2	19%	-3%	31%[activator]	-3	-6%
Nc1ccc2ncccc2c1N	21%	42*	?	-4%	?	28*	-6%
CC(C)CCCNc1nc(N2CCOCC2)nc(N2CCOCC2)n1	0%	-3	?	-2%	?	-5	0%
Cc1nc(CCNC(=O)Cc2ccc(Cl)cc2)cs1	-1%	2	22%	0%	6%	-3	2%
O=C(CSc1nc2ccccc2[nH]1)c1ccc(Cl)s1	0%	86*	.	3%	?	39*	-21%
CC(C)(C)c1ccc(S(=O)(=O)NCCOCC(F)(F)C(F)F)cc1	-1%	-9	19%	0%	?	-5	-2%
NS(=O)(=O)OCCCc1ccc(C(F)(F)F)cc1	10%	15	47%[activator]	-1%	29%	7	3%
O=c1c(-c2ccccc2)nnc2sc(COc3ccc(Br)cc3)nn12	-14%	-4	1%	2%	9%	-1	5%
CN1CCC(N(C)CC(=O)Nc2cccc(Oc3ccccc3)c2)CC1	-19%	-10	.	-1%	13%	2	5%
O=C(CSc1nnc(Nc2ccccc2)s1)NCc1ccco1	15%	1	?	-2%	-17%	3	-2%
O=C(/C=C/c1ccc(-c2ccccc2)o1)c1ccccc1	-23%	72*	22%	-20%	145%[activator]	74*	-1%

By substructure: the entries above containing an NH in an aromatic ring (eight)
SMILES	AMA1 RON2 block	Shiga inhibitor	Pf growth 96h	LmPK inh	Pf growth 48h	Cycloheximide cs	Tb PYK inh
COc1ccc(/C=N/n2c(-c3cc(C)[nH]n3)n[nH]c2=S)cc1OC	82%[activator]	2	0%	-14%	9%	-2	?
CCOc1ccc(N(CC(=O)Nc2ccc(C)cc2)S(=O)(=O)c2c(C)[nH]c(=O)[nH]c2=O)cc1	-5%	-10	-4%	2%	5%	-2	-1%
Nc1nn2c(-c3ccccc3)cc(=O)[nH]c2c1N=Nc1ccc(O)cc1	34%[activator]	-6	?	-7%	-25%	-1	4%
COCc1nc2sc3c(c2c(=O)[nH]1)CCCC3	-10%	22	18%	-3%	6%	17*	2%
Cc1cc(NC(=O)CSc2n[nH]c(-c3cccs3)n2)no1	10%	-7	?	3%	6%	-5	0%
CCCCc1nnc(NC(=O)CSc2nc(C)cc(=O)[nH]2)s1	3%	-4	39%[activator]	24%	.	-2	-12%
CCC(c1n[nH]c(=S)n1-c1ccccc1)N(C)C (centres undefined)	26%	-8	-6%	-22%	12%	-4	?
O=C(CSc1nc2ccccc2[nH]1)c1ccc(Cl)s1	0%	86*	.	3%	?	39*	-21%

Two of the compounds above, with bars between the fields:
molecule | AMA1 RON2 block | Shiga inhibitor | Pf growth 96h | LmPK inh | Pf growth 48h | Cycloheximide cs | Tb PYK inh
CCC(C)C(NC(=O)C(CC(C)C)NC(=O)C(CO)NC(=O)C1CCC(=O)N1)C(=O)OC (centres undefined) | 0% | -6 | 7% | 3% | 17% | 4 | 6%
CNC(=O)c1ccccc1S(=O)(=O)c1ccccc1C#N | 3% | -10 | ? | 11% | ? | 9 | 5%
